Assay outcomes (PubChem)
Tau fibril ThT – qHTS for Inhibitors of Tau Fibril Formation, Thioflavin T Binding | Potency, µM (doses to about 57.4 µM), inactives show at the highest dose activity, negative = inhibition, usual class: inhibitors | recombinant tau K18 P301L, heparin-induced fibrillization, ThT fluorescence | AID 1460, 2008 | 270,000 tested, 2.1% active | Microtubule-associated protein tau (Homo sapiens), P10636; note: % is set by controls: 0 for no effect and ±100 for the full control effect; nearly all actives have a fitted effect of over 55% in size
Target sequence (P10636 561-689 P618L limits assumed): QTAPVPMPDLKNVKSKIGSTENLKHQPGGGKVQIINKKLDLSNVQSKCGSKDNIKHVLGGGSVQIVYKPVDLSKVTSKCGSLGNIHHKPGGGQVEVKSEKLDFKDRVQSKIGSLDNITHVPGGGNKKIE
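Tau K18 P301L fragment (15 uM unlabeled plus 0.24 uM Alexa 594-labeled) in 100 mM sodium acetate pH 7 with compound, fibrillization induced by 20 uM heparin for 6 hr at 37 C. Thioflavin T (30 uM) added, fluorescence read after 1 hr (ex 450, em 510 nm).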
ALDH1A1 block – qHTS Assay for Inhibitors of Aldehyde Dehydrogenase 1 (ALDH1A1); Purified ALDH1A1, NADH fluorescence, propionaldehyde substrate; Potency, µM (series often up to 75.3 µM), for inactives: at the top dose activity, negative = inhibition, actives largely listed as inhibitors; Aldehyde dehydrogenase 1A1 (Homo sapiens), P00352; 220,000 tested, 7.3% active; active = well fitted inhibition curve with a large enough effect, not every such curve was filed as active; inconclusive = small, poorly fitted or top-dose-only effect, or another doubt; inactive = no such curve, though single readings can be large or run the other way;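 note: plate controls were no enzyme wells and a reference inhibitor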
Target sequence (P00352 whole entry, looked up): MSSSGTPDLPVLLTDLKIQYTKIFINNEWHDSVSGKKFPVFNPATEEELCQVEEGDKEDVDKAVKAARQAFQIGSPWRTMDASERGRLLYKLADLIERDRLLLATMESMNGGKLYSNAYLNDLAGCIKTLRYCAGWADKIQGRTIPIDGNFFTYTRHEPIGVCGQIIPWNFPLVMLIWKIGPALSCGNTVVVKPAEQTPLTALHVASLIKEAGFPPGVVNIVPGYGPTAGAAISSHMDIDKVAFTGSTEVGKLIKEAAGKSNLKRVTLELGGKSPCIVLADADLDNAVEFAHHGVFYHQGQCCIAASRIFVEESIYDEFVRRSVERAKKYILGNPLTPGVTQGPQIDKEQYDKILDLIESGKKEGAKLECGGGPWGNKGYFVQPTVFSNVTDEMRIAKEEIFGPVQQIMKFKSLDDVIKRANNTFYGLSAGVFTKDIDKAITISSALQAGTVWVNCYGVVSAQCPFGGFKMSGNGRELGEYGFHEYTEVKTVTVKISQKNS
SMN2 splice up – qHTS Assay for Enhancers of SMN2 Splice Variant Expression | HEK293 SMN2-luciferase splicing reporter, luminescence, 30-36 h | 210,000 tested, 2.8% active | Potency, µM (series often up to 46.1 µM), for inactives: at the top dose activity change, positive = activation, hits mostly activators; note: % of control where 0% means no effect; nearly all actives have a fitted effect of over 55% in size
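HEK293 cells carry an SMN2 […]–luciferase reporter in which exon 7 inclusion puts luciferase in frame. Cells were plated 10-12 h before compound addition, then incubated 30-36 h at 37C. ONE-Glo luminescence was read; sodium butyrate at 4.5 mM final served as control.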
Tau fluor counter – Counterscreen qHTS for Inhibitors of Tau Fibril Formation, Fluorescence Polarization; tau K18 P301L Alexa594 fluorescence, heparin fibrillization; Potency, µM (highest dose often 57.7 µM), for the others: at the top dose activity change, negative = decrease; 280,000 tested, 0.93% active; AID 1463, 2008; note: % is set by controls: 0 for no effect and ±100 for the full control effect; nearly all actives have a fitted effect of over 55% in size
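Human tau K18 P301L (15 uM unlabeled, 0.24 uM Alexa 594-labeled) in 100 mM sodium acetate pH 7 with 20 uM heparin, 6 hr at 37 C. ThT 30 uM added, 1 hr ambient; Alexa 594 FP and total fluorescence read at 555/632 nm.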
Tau fibril FP – qHTS for Inhibitors of Tau Fibril Formation, Fluorescence Polarization; 280,000 tested, 0.39% active; K18 P301L tau heparin fibrillization, Alexa594 FP, 6 h; AID 1468, 2008; Potency, µM (highest dose often 57.7 µM), without a hit: top-dose activity, negative = inhibition, usual class: inhibitors; note: % is set by controls: 0 for no effect and ±100 for the full control effect; nearly all actives have a fitted effect of over 55% in size
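Human tau K18 […] P301L fragment, 15 uM unlabeled plus 0.24 uM Alexa 594-labeled tau (final), with compound and 20 uM heparin in 100 mM sodium acetate pH 7; 6 hr at 37 C, then Alexa 594 FP read.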
HTT aggregate – qHTS Multiplex Assay to Identify Dual Action Probes in a Cell Model of Huntington: Aggregate Formation (GFP); AID 1688, 2009; 220,000 tested, 1.1% active; PC12 HttQ103-GFP aggregates, Acumen cytometry, 40 h; Potency, µM (titrated, usually from 46.1 µM), without a hit: at the top dose activity change, negative = inhibition, most hits filed as inhibitors; note: % is set by controls: 0 for no effect and ±100 for the full control effect; nearly all actives have a fitted effect of over 60% in size
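PC12 cells with ecdysone-inducible HTT exon1 Q103-GFP, induced by 100 nM tebufenozide, given compounds in a concentration series. GFP aggregates (1–25 um, 6 SD above background) counted in lysates by laser-scanning cytometry, 488 nm excitation.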
HTT ATP protect – qHTS Multiplex Assay to Identify Dual Action Probes in a Cell Model of Huntington: Cytoprotection (ATP); PC12 HTT-Q103 induced, cytoprotection, ATP luminescence, 40 h; Potency, µM (doses to about 56.4 µM), inactives show cytoprotection (ATP increase), usual class: activators; 230,000 tested, 0.14% active;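 note: % of control where 0% means no effect; nearly all actives have a fitted effect of over 45% in size; toxic huntingtin expression switched on by the ecdysone agonist tebufenozide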
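PC12 cells with ecdysone-inducible HTT exon 1 Q103-GFP, induced with 100 nM tebufenozide and co-treated with library compounds in a dose series (1536-well, 1500 cells/well). Cytoprotection read as ATP content by ATPlite luminescence.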
JMJD2E inh – qHTS Assay for Inhibitors of Human Jumonji Domain Containing 2E (JMJD2E); Lysine-specific demethylase 4E (Homo sapiens), B2RXH2; JMJD2E catalytic domain, FDH-coupled NADH fluorescence (FDH is formaldehyde dehydrogenase); Potency, µM (titrated, usually from 57.1 µM), inactives show at the highest dose activity change, negative = inhibition, actives largely listed as inhibitors; 230,000 tested, 1.6% active; active = well fitted inhibition curve with a large enough effect, not every such curve was filed as active; inconclusive = small, poorly fitted or top-dose-only effect, or another doubt; inactive = no such curve, though single readings can be large or run the other way;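 note: 0% = wells with enzyme and -100% = buffer wells without enzyme; nearly all actives have a fitted effect of over 50% in size; many of its hits are not listed in these tables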
Target sequence (B2RXH2 1-337 limits assumed): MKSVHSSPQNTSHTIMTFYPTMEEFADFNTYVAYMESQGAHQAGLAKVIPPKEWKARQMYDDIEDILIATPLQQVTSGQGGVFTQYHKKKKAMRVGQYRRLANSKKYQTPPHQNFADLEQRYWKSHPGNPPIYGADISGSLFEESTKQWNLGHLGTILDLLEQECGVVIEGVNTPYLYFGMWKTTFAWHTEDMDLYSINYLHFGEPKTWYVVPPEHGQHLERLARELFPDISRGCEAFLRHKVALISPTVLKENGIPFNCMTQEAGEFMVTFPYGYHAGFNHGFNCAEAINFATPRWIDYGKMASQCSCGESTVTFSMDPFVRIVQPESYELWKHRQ
The depositor's hits bear a star; u = inconclusive; x = not tested or not shown; & = joins results of further samples; [ ] = another dose, or the depositor's remark. Unless noted, calls come from the whole dose curve; as a rule, active = well fitted curve in the direction sought with a large enough effect; inconclusive = small, poorly fitted or top-dose-only effect, or another doubt; inactive = no such curve, though single readings can be large; an effect the other way counts as inactive or inconclusive. Potency is the fitted concentration of half-maximal effect.

SMILES	Tau fibril ThT	ALDH1A1 block	SMN2 splice up	Tau fluor counter	Tau fibril FP	HTT aggregate	HTT ATP protect	JMJD2E inh
COC(=O)[C@H]1[C@@H](c2ccccc2)[C@@]2(c3ccccc3)Oc3ccccc3[C@@]1(O)[C@@H]2O	-7%[11.5 µM]	2%[13.5 µM]	x	-9%[11.6 µM]	-5%[11.6 µM]	x	-7%[10 µM]	x
C[C@@H]1O[C@H](O[C@@H]2C=C3CC[C@H]4[C@@H](CC[C@]5(C)[C@@H](c6ccc(=O)oc6)CC[C@]45O)[C@@]3(C)CC2)[C@@H](O)[C@H](O)[C@@H]1O	x	-1%[20.9 µM]	-78%[inhibitor][20.6 µM]	x	x	u	u	-2%[25.5 µM]
Oc1cc2c(cc1CN1CCN(c3ccccc3)CC1)CCC2	-10%	5%	-10%	-18%	8%	-20%	-1%[10 µM]	-1%
O=C(Cn1cnc2sc3c(c2c1=O)CCCC3)NCCC(=O)N1CCC2(CC1)OCCO2	-2%	-6%	-4%	-1%	-2%	3%	12%	6%
O=C1NC(c2cc3ccccc3nc2Cl)Nc2ccccc21 (configuration not stated)	-5%	5%	-28%	-4%	-8%	8%	x	-6%
CC1(c2ccccc2)NCCN2C(=O)CSC21 (configuration not stated)	-3%	8%	-1%	3%	3%	10%	3%	-1%
CCCCn1c(O)c(C(CC)=Nc2ccc3c(c2)CCC3)c(=O)[nH]c1=O	u	-6%	-20%	-13%	-7%	u	2%	-3%
O=C(N/N=C/c1c(O)n(CCC2=CCCCC2)c(=S)[nH]c1=O)c1ccccc1	25µM*	u	-29%	u	u	u	11%[10 µM]	u
CCN1CCN(c2nc3ccccc3s2)CC1	-11%	10%	11µM*	0%	2%	-1%	-60%[inhibitor]	5%
Nc1c(C(=O)OCC2CCCO2)c2nc3ccccc3nc2n1Cc1cccs1 (configuration not stated)	u	u	22%	u	-15%	4%[9.22 µM]	-8%[0.074 µM]	3%
CC[C@]12CCCN3CCC4(c5ccccc5NC4C(C(=O)O)C1)C32 (some centres not stated)	-12%	10%	-2%	-7%	6%	x	-49%[inhibitor]	u
CCOP(=O)(OCC)C(NC(=O)NC)C(N)=O (configuration not stated)	u	x	x	-20%	-1%	11%[9.22 µM]	10%[10 µM]	2%
O=c1c2ccccc2nc(CN2CCOCC2)n1-c1ccccc1F	0%	u	u	2%	1%	-2%	-6%[0.074 µM]	-3%
O=C(c1cccs1)c1cn(Cc2ccccc2Cl)c2ccccc12	-9%	4%	-5%	-27%	u	-6%	-4%	2%
N=c1sc2c(n1Cc1ccccc1)CCCC2	-8%	4%	-8%	2%	7%	-3%	-6%[10 µM]	-1%
CCCCC(=O)N/N=C/c1c(O)n(Cc2ccco2)c(=O)[nH]c1=O	-16%	1%	5%	-6%	-4%	-1%	-3%[10 µM]	25µM*
CCC(=NCc1cccnc1)c1c(O)n(-c2ccccc2)c(=O)[nH]c1=O	x	x	x	9%[0.0958 µM]	-4%[0.0958 µM]	6%[9.22 µM]	-2%[10 µM]	-24%
Cc1ccc(C(=O)N/C(=C\Cl)P(=O)(c2ccccc2)c2ccccc2)cc1	-5%	7%	-8%	2%	4%	-11%	-2%[10 µM]	-1%
Clc1ccc(CSC(Cn2ccnc2)c2ccc(Cl)cc2Cl)cc1 (configuration not stated)	u	5%&-5%	-32%&-36%[inhibitor]	-24%&-19%	15%&-7%	u	-142%[inhibitor]	11%&-3%
COc1ccc(CCn2c(O)c(C=NCc3ccc4c(c3)OCO4)c(=O)[nH]c2=O)cc1OC	u	5µM*	-21%	-17%	-10%	8%	-22%	2%
CCCCn1c(O)c(/C=N/N2CCOCC2)c(=O)[nH]c1=S	-11%	x	x	-8%	7%	10%[9.22 µM]	21%[10 µM]	-5%
CN(Cc1c[nH]c2ccccc12)C1CCCCC1	u	u	-41%[inhibitor]	u	-6%	4%	x	-11%
CC(C)c1ccc(-n2c(O)c(/C=N/N3CCOCC3)c(=O)[nH]c2=S)cc1	x	x	x	-38%	8%	-11%[9.22 µM]	-7%[10 µM]	1%
COc1cccc(CCNCc2c(F)cccc2F)c1	-1%	10µM*	-4%	7%	-1%	13%	11%[10 µM]	u
C=C(C)Cn1c(-c2cccc([N+](=O)[O-])c2)n[nH]c1=S	u	u	-15%	-18%	-12%	-18%	-50%[inhibitor]	-20%
CCCCCn1c(=O)c(C(=O)NCc2ccccn2)c(O)c2ccccc21	-6%	u	-32%[inhibitor]	-12%	-6%	32µM*	13%	u
O=[N+]([O-])c1ccc(C2C3C(c4ccccc4)=NC4(CCCCC4)N32)cc1 (configuration not stated)	1%	4%	-15%	-2%	-1%	-12%	-18%	-13%
O=C(c1ccccc1)c1cn(CC(=O)N2CCCC2)c2ccccc12	-3%	4%	-3%	-5%	-15%	-7%	-14%	-1%
Oc1ccc2c3c1O[C@H]1[C@@H](O)CC[C@@]4(O)C(C2)N(CC2CCC2)CCC314 (some centres not stated)	-8%&4%	8%&14%	0%&-6%	-9%&0%	1%&4%	6%	-17%	2%
CC1=C[C@@H]2c3cccc4[nH]cc(c34)C[C@H]2N(C)C1	16µM*	u	2%	u	-14%	x	-5%	x
C=C[C@H]1CN2CC[C@H]1C[C@H]2c1[nH]c2ccccc2c1CCO	2%	7%	x	1%	-11%	x	-28%[1.9 µM]	-2%
Cc1cc(Cl)ccc1C(=O)C1CCCN(C2CCSCC2)C1 (configuration not stated)	-7%	u	x	15%[2.34 µM]	15%	2%[9.22 µM]	-1%[10 µM]	-1%
CC12CNCC(C)(CNC1)C2O (configuration not stated)	9%	2%	-7%	9%	4%	-17%	-3%	-1%
CCCC[C@H]1C(=O)O[C@H](C)[C@H](NC(=O)c2cccc(NC=O)c2OC)C(=O)O[C@@H](C)[C@@H]1OC(=O)CC(C)C	u	-7%&-15%	-43%[inhibitor]	-24%&-30%	0%&-1%	x	-57%&-133%[inhibitor]	x
C[C@@]12CC(=O)[C@H]3[C@@H](CCC4=CC(=O)CC[C@]43C)[C@H]1CCC2=O	x	11%[20.9 µM]	0%[20.6 µM]	x	x	x	3%[40.3 µM]	2%[25.5 µM]
O=[N+]([O-])c1ccc(N2CCCC2)c(F)c1Br	u	u	4%	-3%	-2%	-11%	23%[0.074 µM]	9%
CCCN(CCC)CCc1c[nH]c2ccc(C(N)=O)cc12	-3%&-2%	-2%	4%&20%	-3%&-1%	-1%&-3%	x	-16%	u
CCN(CC)CCN1Cc2ccccc2C1=N	0%	8%	4%	-3%	-3%	25%	-4%[1.9 µM]	4%
CC(C(=O)c1ccccc1)N1C(=O)c2ccccc2C1=O (configuration not stated)	15%	3%	10%	14%	-1%	-13%	-22%[10 µM]	-4%
Cc1cc(C)c2c(c1)-c1cc(C)nn1C(c1cccnc1)N2 (configuration not stated)	-16%	2%	x	-20%	0%	13%[9.22 µM]	13%[10 µM]	-11%
O=c1c2ccccc2[se]n1-c1ccccc1	u	0.22µM*	-28%	u	u	u	-84%[inhibitor]	0.4µM*
CN(C)P(=S)(Nc1ccccc1)C(Cl)(Cl)Cl (configuration not stated)	2%	-9%	3%	-8%	-2%	19%	-7%[10 µM]	-3%
O=C(N/N=C/C1C(=O)NC(=S)N(c2ccccc2)C1=O)c1cc(Br)c(O)c(Br)c1 (configuration not stated)	u	13µM*	-2%	-15%	-1%	19%	-37%[inhibitor]	22µM*
O=C(Nc1cccc2ccccc12)N1CCC2(CC1)OCCO2	-14%	-6%	23%	-4%	2%	17%	-28%	u
CCOc1ccc(N2C(=O)NC(=O)/C(=C\c3ccc(N4CCCCC4)o3)C2=O)cc1	-3%	0%	x	-3%	4%	4%	-6%[10 µM]	0%
Cc1cc2n(n1)C(c1cc(C(C)(C)C)c(O)cc1O)Nc1ccccc1-2 (configuration not stated)	-13%	x	-3%	u	2%	x	x	x
N#CC(C#N)=Cc1ccc(C=C(C#N)C#N)cc1	20µM*	0.35µM*	x	-21%	u	-21%[9.22 µM]	-33%[10 µM]	16µM*
O[C@H]1[C@H](O)[C@@H](O)CN2CC[C@H](O)[C@H]12	-14%&-4%&-7%	2%&-4%&1%	-4%&-13%	-4%&1%&-5%	-3%&-4%&-4%	-12%	u	2%
Cc1cccc(C2=NN(c3ccc(Br)cc3)[C@@H](C(=O)N3CCOC3=O)[C@@H]2c2ccc([N+](=O)[O-])cc2)c1	-9%	6%[50.4 µM]	x	u	2%	x	-43%[inhibitor][40.3 µM]	x
CCC(C)C(=O)OC1C2CC3=C4CC(=O)OC(c5ccoc5)[C@]4(C)CCC3[C@@](C)(C2=O)C(CC(=O)OC)C1(C)C (some centres not stated)	u	-12%	-22%	-18%	u	x	u	-3%
O=C(C1CCN(S(=O)(=O)c2ccccc2)CC1)N1CCC2(CC1)OCCO2	-15%	11%	-13%	-9%	-3%	-3%	5%	6%

Shown as comma-separated lines: part of the list above.
smiles,Tau fibril ThT,ALDH1A1 block,SMN2 splice up,Tau fluor counter,Tau fibril FP,HTT aggregate,HTT ATP protect,JMJD2E inh
O[C@H]1[C@H](O)[C@@H](O)CN2CC[C@H](O)[C@H]12,-14%&-4%&-7%,2%&-4%&1%,-4%&-13%,-4%&1%&-5%,-3%&-4%&-4%,-12%,u,2%
Cc1cc2n(n1)C(c1cc(C(C)(C)C)c(O)cc1O)Nc1ccccc1-2 (configuration not stated),-13%,x,-3%,u,2%,x,x,x

These rows are one share of the data; count on the stated rates, not on these rows.
